# Source: PubChem BioAssay
# HT1080 IDH1KD tx = kills HT-1080 cells with IDH1 knockdown; HT-1080 IDH1 knockdown viability, ATP luminescence, 48 h; Potency, µM (highest dose often 46.1 µM), without a hit: at the highest dose activity, negative = toxicity, most hits filed as cytotoxic; actives 2% (n = 360,000);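 further: potency means the concentration at half of the fitted maximal effect; 0% = DMSO wells and -100% = cell-free medium wells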
#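 Cytotoxicity counter-line: IDH1KD HT-1080, 48 h, CellTiter-Glo. Curves classed by r2, magnitude and activity.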
# D3 ag = activates the human D3 dopamine receptor; max activation, %; actives 0.58% (n = 410,000); AID 652048; P35462; D3R DiscoveRx beta-arrestin cells, luminescence, 90 min; in the data active means max activation above about 30%; further: 0% is about no effect; mostly tested at two doses, the higher about 12 µM
# Target sequence (P35462 whole entry, looked up): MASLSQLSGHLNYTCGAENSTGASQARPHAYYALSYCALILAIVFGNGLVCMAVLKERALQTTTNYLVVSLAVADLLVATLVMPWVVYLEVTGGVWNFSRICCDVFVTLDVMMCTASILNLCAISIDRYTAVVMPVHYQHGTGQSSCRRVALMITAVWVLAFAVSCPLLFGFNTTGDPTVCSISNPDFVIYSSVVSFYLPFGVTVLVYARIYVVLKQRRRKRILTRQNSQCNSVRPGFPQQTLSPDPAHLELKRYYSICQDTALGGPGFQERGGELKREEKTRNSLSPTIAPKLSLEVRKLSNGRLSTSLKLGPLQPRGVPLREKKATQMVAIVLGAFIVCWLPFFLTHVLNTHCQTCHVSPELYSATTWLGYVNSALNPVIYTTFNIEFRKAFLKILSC
#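 Cells at 1500/well, incubated overnight, then treated with pinned compounds (dopamine as control) for 90 min at 37 degrees C. DiscoveRx reagent added for 30 - 60 minutes at room temperature; luminescence read.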
# KB-3-1 tox = kills parental KB-3-1 adenocarcinoma cells. KB-3-1 viability, CellTiter-Glo ATP luminescence, 72 h. Potency, µM (top dose mostly 46.1 µM), for the others: at the highest dose activity change, negative = cytotoxic, actives largely listed as cytotoxic. actives 1.4% (n = 400,000). AID 1347075; further: potency means the concentration at half of the fitted maximal effect; on the % scale 0 is the no-effect control and ±100 the full control effect; nearly all actives have a fitted effect of over 60% in size
#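 Cells are dispensed, compounds pinned in, plates held at 37 °C for 72 h, then CellTiter-Glo is added and luminescence read after 10 minutes. Cell line: parental KB-3-1 in phenol-red-free DMEM, 10% FBS.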
# SW480 rerep = inducers of DNA re-replication in SW480 colon cancer cells | actives 1.8% (n = 340,000) | SW480 DNA re-replication, Hoechst DNA content imaging, 48 h | Potency, µM (series often up to 46.1 µM), for the others: top-dose re-replication activation, usual class: activators; further: potency means the concentration at half of the fitted maximal effect; % of control where 0% means no effect; nearly all actives have a fitted effect of over 55% in size
#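 Cells (250 per well) received 23 nL compound or DMSO by pin tool and were kept 48 hr at 37 C, 5% CO2. Nuclei were then stained with Hoechst for 40 min and scanned for DNA content.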
# GLP1R cytotox = cytotoxicity counter-screen for GLP-1 receptor inverse agonists | HEK293 cAMP-luciferase reporter cells, luminescence, 24 h | Potency, µM (highest dose often 38.3 µM), for the others: at the top dose activity change, negative = inhibition, hits mostly inhibitors | actives 0.13% (n = 410,000);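 further: loss of luciferase light is scored as toxicity; potency means the concentration at half of the fitted maximal effect; on the % scale 0 is the no-effect control and ±100 the full control effect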
#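 Seeding density was 200 cells/uL; after overnight-length (12 h) culture, 23 nL compounds went on for 24 h at 37 °C. Readout used a luciferase detection reagent, luminescence taken after 12 min at room temperature.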
# MCF10A rereplic = inducers of DNA re-replication in MCF 10A breast cells; actives 2.9% (n = 350,000); Potency, µM (highest dose often 46.1 µM), without a hit: at the highest dose activity, positive = re-replication, actives largely listed as activators; MCF 10A DNA re-replication, Hoechst nuclear intensity, 48 h; further: potency means the concentration at half of the fitted maximal effect; % of control where 0% means no effect; nearly all actives have a fitted effect of over 50% in size
# IL1B secr inh = inflammasome signaling inhibition, IL-1 beta readout; THP-1 LPS/ATP IL-1B secretion, AlphaLISA, 16 h; active compounds read low; activity change, % at 57.5 µM; actives 4.7% (n = 360,000); AID 743279; in the data active means activity change below about -50%; inconclusive means mostly about -30% to -49%; further: on the % scale 0 is the no-effect control and ±100 the full control effect
#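 Secreted IL-1B measured by AlphaLISA bead assay after 16 h compound exposure of THP-1 cells; compounds (final up to 57.5 uM) added 1 h before LPS (250 ng/mL) and ATP (1.25 mM) stimulation; lower signal means less secretion.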
# HT1080-NT tox = kills 2HG-producing HT-1080-NT fibrosarcoma cells; AID 686970; HT-1080-NT fibrosarcoma viability, CellTiter-Glo ATP luminescence, 48 h; Potency, µM (top dose mostly 46.1 µM), inactives show at the highest dose activity, negative = less viability, hits mostly cytotoxic; actives 1.6% (n = 360,000);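 further: NT is the 2HG producing partner of a matched IDH1 knockdown line; potency means the concentration at half of the fitted maximal effect; 0% = DMSO-treated cells and -100% = media-only wells without cells; nearly all actives have a fitted effect of over 55% in size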
#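 Read-out is CellTiter-Glo luminescence after 10 minutes at room temperature, following 48 hours' compound treatment of HT-1080-NT cells (750 cells/well, RPMI, 5% FBS, 37 degrees C).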
# KB-V1 MDR tox = kills drug-selected multidrug resistant KB-V1 cells; KB-V1 MDR cells viability, CellTiter-Glo, 72 h; Potency, µM (highest dose often 46.1 µM), inactives show top-dose activity change, negative = cytotoxicity, actives largely listed as cytotoxic; actives 3.4% (n = 400,000); further: potency means the concentration at half of the fitted maximal effect; on the % scale 0 is the no-effect control and ±100 the full control effect; nearly all actives have a fitted effect of over 60% in size
#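 KB-V1 cells (P-gp-expressing MDR subline of KB-3-1) in phenol-red-free DMEM with 10% FBS were exposed to library compounds over a concentration series for 72 h at 37 degrees C. Viability read by CellTiter-Glo luminescence; concentration-effect curves fitted after normalization.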
# The depositor's hits bear a star; u = inconclusive; x = no result given; & = joins results of further samples; [ ] = another dose, or the depositor's remark. Unless noted, the call rests on the fitted dose curve; in most records, active means well fitted curve in the direction sought with a large enough effect; inconclusive means small, poorly fitted or top-dose-only effect, or another doubt; inactive means no such curve, though single readings can be large; an effect the other way counts as inactive or inconclusive.
# The opening three records (preview)
SMILES,HT1080 IDH1KD tx,D3 ag,KB-3-1 tox,SW480 rerep,GLP1R cytotox,MCF10A rereplic,IL1B secr inh,HT1080-NT tox,KB-V1 MDR tox
COc1ccc(C(CNC(=O)C(CCSC)NC(=O)c2ccccc2OC)N2CCCCC2)cc1 (stereo not drawn),5.7%,-1.1,25.2%,5.3%,u,5.3%,-24.7,-0.6%,-31.1%
Cc1cc(NC(=O)C2CCCCC2)nc2c1c(=O)oc1ccccc12,5.5%,0.6,-4.7%,19.7%,8.9%,29.2%,-2.8,-0.6%,0.0%
Cc1ccn2nc(C(=O)OCC(=O)N(CC(C)C)C3CCS(=O)(=O)C3)nc2n1 (stereo not drawn),-1.2%,0.1,-0.4%,-7.2%,6.8%,8.6%,3.6,3.3%,u

# This part in full, repeating the preview:
SMILES,HT1080 IDH1KD tx,D3 ag,KB-3-1 tox,SW480 rerep,GLP1R cytotox,MCF10A rereplic,IL1B secr inh,HT1080-NT tox,KB-V1 MDR tox
COc1ccc(C(CNC(=O)C(CCSC)NC(=O)c2ccccc2OC)N2CCCCC2)cc1 (stereo not drawn),5.7%,-1.1,25.2%,5.3%,u,5.3%,-24.7,-0.6%,-31.1%
Cc1cc(NC(=O)C2CCCCC2)nc2c1c(=O)oc1ccccc12,5.5%,0.6,-4.7%,19.7%,8.9%,29.2%,-2.8,-0.6%,0.0%
Cc1ccn2nc(C(=O)OCC(=O)N(CC(C)C)C3CCS(=O)(=O)C3)nc2n1 (stereo not drawn),-1.2%,0.1,-0.4%,-7.2%,6.8%,8.6%,3.6,3.3%,u
COc1ccc(Cc2nnc(Nc3ccc(C)cc3C)[nH]c2=O)cc1,-10.3%,-1.9,11.4%,3.3%,-25.2%,2.3%,-3.1,-3.6%,1.0%
CC(Oc1cccc(Cl)c1)C(=O)Nc1cc(S(=O)(=O)N2CCOCC2)ccc1N1CCCCC1 (stereo not drawn),-12.1%,11.2,u,-79.9%[inhibitor],0.4%,13µM*,25.3,-29.2%,18.4µM*
COc1ccc(C(=O)NCc2nnc(SCC(=O)Nc3ccc(F)cc3)n2-c2ccccc2)cc1,x,-12.8,-4.9%,x,2.2%,x,x,x,4.2%
Cc1noc(C)c1NC(=O)N(C)C[C@@H]1Oc2ncc(Br)cc2C(=O)N([C@@H](C)CO)C[C@@H]1C,9.4%,-1.9,-5.6%,x,0.5%,x,24.9,9.2%,-24.7%
COc1ccccc1NC(=O)COc1ccc2c(c1)OCO2,-2.3%,-5.1,-19.9%,-18.3%,-27.6%,26.2%,-2.0,0.3%,-13.8%
CC(Nc1[nH]c(=O)n(C)c(=O)c1N=O)c1ccccc1 (stereo not drawn),6.1%,-3.8,11.3%,-5.0%,-2.8%,1.2%,33.3,13.7%,19.2%
CCN(CC)c1cc(NC2CCCCC2)c2c3c(onc13)-c1ccccc1C2=O,x,-13.9,4.7%,x,-25.7%,x,x,x,25.8%

# Whole records, quoted from the list. Values in the order: HT1080 IDH1KD tx	D3 ag	KB-3-1 tox	SW480 rerep	GLP1R cytotox	MCF10A rereplic	IL1B secr inh	HT1080-NT tox	KB-V1 MDR tox
# Results for CC(Oc1cccc(Cl)c1)C(=O)Nc1cc(S(=O)(=O)N2CCOCC2)ccc1N1CCCCC1 (stereo not drawn) : -12.1%	11.2	u	-79.9%[inhibitor]	0.4%	13µM*	25.3	-29.2%	18.4µM*
# Results for Cc1noc(C)c1NC(=O)N(C)C[C@@H]1Oc2ncc(Br)cc2C(=O)N([C@@H](C)CO)C[C@@H]1C : 9.4%	-1.9	-5.6%	x	0.5%	x	24.9	9.2%	-24.7%

# Other entries follow:
SMILES,HT1080 IDH1KD tx,D3 ag,KB-3-1 tox,SW480 rerep,GLP1R cytotox,MCF10A rereplic,IL1B secr inh,HT1080-NT tox,KB-V1 MDR tox
Cc1nc2ccccc2c2c1CC(C)S2 (stereo not drawn),-3.2%,-2.5,22.1%,-6.5%,5.9%,3.3%,45.5,-0.7%,-15.0%
CC1CN(C(=O)c2ccc(Br)c(S(=O)(=O)N3CCOCC3)c2)CC(C)O1 (stereo not drawn),-5.2%,-1.2,-3.6%,0.1%,4.9%,0.2%,14.8,15.2%,-13.0%
CC(=O)OC(COc1ccccc1)Cn1cnc2cc(C)c(C)cc21 (stereo not drawn),-1.8%,0.2&-2.1,-9.0%&17.7%,-31.4%,1.3%&1.8%,17.2%,-6.7,-9.4%,9.8%&-10.4%
CNCc1ccccc1Sc1ccc(OC)c(OC)c1,-11.9%,-3.7,-8.6%,-1.4%,-3.8%,-0.6%,-10.6,-14.2%,15.3%
COc1ccc(S(=O)(=O)Nc2cccc3c2O[C@H](CN(C)S(=O)(=O)c2cn(C)cn2)[C@@H](C)CN([C@H](C)CO)C3=O)cc1,8.7%,-2.8,5.6%,0.4%,-13.7%,-2.1%,8.7,0.0%,1.0%
C=C1c2ccccc2NC(=O)N1c1ccc(C)cc1,1.0%,-13.9,4.3%,-4.1%,4.6%,10.2%,-17.2,-0.3%,0.6%
COCc1ccc(C(=O)N2CCCC(CNC(=O)c3ccc(F)cc3)C2)o1 (stereo not drawn),2.4%,0.2,x,-1.7%,-0.7%,-1.6%,-7.4,-8.9%,x
COCCCNC(=O)c1cc(C)nn1-c1ccccc1,12.0%,-2.8,16.9%,8.6%,-9.8%,0.6%,-10.3,2.3%,u
Cc1cc([N+](=O)[O-])nn1Cc1noc(C(=O)NCCc2ccccn2)n1,-0.1%,0.6,-0.6%,-4.3%,-2.5%,5.1%,19.1,6.7%,-0.5%
Cc1nc2c(-c3ccc(F)cc3)c(C)nn2c(C)c1CCC(=O)N1CCN(c2ccc(F)cc2)CC1,-2.2%,-5.5&3.6,-14.7%&-7.9%,-0.6%,-5.4%&-8.1%,-1.0%,-21.7,-1.6%,-9.5%&6.4%
CCCNC(=O)Cn1nc(C(F)(F)F)c2c1CCC2,7.7%,2.9,15.6%,-4.8%,10.9%,-5.4%,2.4,-0.6%,-10.4%
O=C(Nc1nn(Cc2ccc(Cl)cc2)cc1Br)c1ccc(COc2ccccc2Cl)o1,-19.8%,-4.2,u,-9.2%,5.4%,-1.3%,u,-13.1%,16.4µM*
N/C(=N\OC(=O)C12CC3CC(CC(C3)C1)C2)c1ccccn1,u,5.7,-15.1%,-5.9%,u,u,-23.2,u,-24.2%
O=C(COC(=O)c1ccc(CN2CCCC2=O)cc1)Nc1ccc(F)cc1,2.8%,-0.3,-3.0%,-7.9%,15.3%,-4.4%,-28.8,0.4%,u
CC[C@@H]1C=C(C(=O)O)[C@H](c2cccc(C)c2)N1S(=O)(=O)c1ccc(C)cc1,3.4%,-13.7,-3.6%,-8.8%,1.7%,-7.6%,32.5,5.8%,-8.0%
Cn1nc(C(=O)NC2CCCC2)c2ccccc2c1=O,-2.1%,2.4,-2.9%,-12.9%,1.6%,2.8%,-15.3,2.5%,-14.7%
CCCCNC(=O)c1onc(CSc2cccc(F)c2)c1C(=O)O,-17.7%,15.9,-5.2%,-0.6%,-17.9%,-1.8%,-4.8,-1.0%,-0.9%
Cc1cc(Cl)ccc1NC(=O)Nc1c(C)n(-c2ccccc2)c(=O)n1C,-2.1%,-19.4,-19.5%,-7.9%,2.5%,-4.5%,-2.3,1.5%,-3.5%
COc1ccc(C)cc1NC(=O)CSc1nnc2ccc(-c3ccccn3)nn12,0.0%,-3.2,-3.8%,u,-6.4%,u,17.2,-4.6%,-28.4%
CCOC(=O)c1[nH]c2ccc(Br)cc2c1NC(=O)CCN1CCOCC1,0.5%,10.2,0.1%,1.1%,2.3%,1.1%,30.9,0.2%,u
CCO/C=C/C(=O)N(C)CCC#N,3.1%,1.4,-3.5%,0.2%,10.8%,14.3%,0.0,6.4%,-7.2%
CCC(C(=O)NCc1ccccn1)n1c2ccccc2c2nc(=O)cc(C)n21 (stereo not drawn),2.7%,-8.9,11.5%,-24.1%,0.8%,-1.8%,23.8,3.2%,-12.0%
OC(COCc1ccc(Cl)cc1)CN1CCc2ccccc2C1 (stereo not drawn),-17.8%,-10.5,14.6%,x,-1.4%,-6.1%,0.0,-11.9%,u
Cc1nc2cc(-c3cccc(F)c3)nn2c(N2CCN(C(=O)c3ccco3)CC2)c1C,-6.6%,4.6,-10.9%,7.4%,-0.6%,1.1%,-14.3,-5.4%,u
CCOc1ccc(S(=O)(=O)NCCCN2CCCC2=O)cc1,0.4%,12.2,8.8%,-3.8%,-6.7%,-2.3%,11.3,-3.8%,-3.5%
O=C(Cc1nn[nH]n1)Nc1cc(Cl)cc(Cl)c1,15.0%,-0.1,-0.2%,0.9%,2.1%,-2.5%,23.3,27.1%,0.1%
CN(CCC#N)C(=O)COC(=O)c1c2c(nc3ccccc13)/C(=C/c1ccco1)CC2,14.1%,0.7,-1.4%,11.6µM*,180.1%[activator],u,-58.0*,11.7%,u
O=C(CSc1n[nH]c(-c2cccs2)n1)NC1CCS(=O)(=O)C1 (stereo not drawn),-14.8%,-4.2,-11.1%,-22.5%,8.2%,-6.9%,5.7,-5.1%,-5.3%
COc1ccc(-c2noc(CNS(=O)(=O)c3ccc(Br)cc3)n2)cc1OC,x,5.4,-22.1%,x,-5.0%,x,x,x,-7.8%
O=C(O)CCc1nn2c3ccccc3nc2n(Cc2ccccc2)c1=O,u,-1.9,4.7%,-0.7%,6.3%,9.8%,6.1,-0.4%,2.0%
O=C(CSc1nc2ccccc2c(=O)n1NC(=O)Cc1ccccc1)NCc1ccccc1,-0.4%,11.1,2.8%,0.8%,-11.4%,-3.2%,-4.4,8.5%,0.3%
Cc1ccc2cc(C)c(N3CCN(c4ccccn4)CC3)nc2c1,1.3%,0.5,0.0%,-0.9%,31.4%[activator],u,u,-1.2%,-9.5%
C(=C\c1ccccc1)/C=N/N1CCN(c2ccccn2)CC1,-3.6%,1.6,-19.4%,-1.6%,-1.8%,14.5%,-12.8,-0.1%,u
CCOc1cc(C2C(C(=O)OC)=C(C)NC3=C2C(=O)c2ccccc23)c(Br)cc1OC (stereo not drawn),x,-10.9,-2.5%,x,4.8%,x,x,x,-6.3%
